Screening results deposited in PubChem BioAssay by National Center for Advancing Translational Sciences (NCATS).
IL-1B inflam inh: inhibitors of inflammasome signaling (IL-1 beta secretion) | THP-1 LPS/ATP IL-1B secretion, AlphaLISA, 16 h; hits give low values | activity change, % at 57.5 µM | hit rate 4.7% among 360,000; in the data active = activity change below about -50%; inconclusive = mostly about -30% to -49%; note: % is set by controls: 0 for no effect and ±100 for the full control effect
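Secreted IL-1B measured by AlphaLISA bead assay after 16 h compound exposure of THP-1 cells; compounds (final up to 57.5 uM) added 1 h before LPS (250 ng/mL) and ATP (1.25 mM) stimulation; lower signal means less secretion.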
MCF10A rereplic: induces DNA re-replication in MCF 10a normal breast cells. MCF 10A DNA re-replication, Hoechst nuclear intensity, 48 h. Potency, µM (series often up to 46.1 µM), for the others: at the highest dose activity, positive = re-replication, most hits filed as activators. hit rate 2.9% among 350,000; note: potency is the fitted concentration of half-maximal effect; % of control where 0% means no effect; nearly all actives have a fitted effect of over 50% in size
GLP1R cytotox: cytotoxic in the GLP-1 receptor inverse agonist counter-screen; Potency, µM (series often up to 38.3 µM), for the others: top-dose activity change, negative = inhibition, most hits filed as inhibitors; hit rate 0.13% among 410,000; HEK293 cAMP-luciferase reporter cells, luminescence, 24 h;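 note: loss of luciferase light is scored as toxicity; potency is the fitted concentration of half-maximal effect; % is set by controls: 0 for no effect and ±100 for the full control effect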
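Step one: seed cells (200 cells/uL, DMEM with 10% Nu serum, 1% pen-strep). Step two: 12-hour incubation at 37 deg C. Step three: pin 23 nL compound, incubate 24 hr. Step four: add luciferase reagent, read luminescence 12 min later.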
DRD3 agonist: D3 dopamine receptor (human) agonism. AID 652048. P35462. max activation, %. D3R DiscoveRx beta-arrestin cells, luminescence, 90 min. hit rate 0.58% among 410,000; in the data active = max activation above about 30%; note: 0% is about no effect; mostly tested at two doses, the higher about 12 µM
Target sequence (P35462 whole entry, looked up): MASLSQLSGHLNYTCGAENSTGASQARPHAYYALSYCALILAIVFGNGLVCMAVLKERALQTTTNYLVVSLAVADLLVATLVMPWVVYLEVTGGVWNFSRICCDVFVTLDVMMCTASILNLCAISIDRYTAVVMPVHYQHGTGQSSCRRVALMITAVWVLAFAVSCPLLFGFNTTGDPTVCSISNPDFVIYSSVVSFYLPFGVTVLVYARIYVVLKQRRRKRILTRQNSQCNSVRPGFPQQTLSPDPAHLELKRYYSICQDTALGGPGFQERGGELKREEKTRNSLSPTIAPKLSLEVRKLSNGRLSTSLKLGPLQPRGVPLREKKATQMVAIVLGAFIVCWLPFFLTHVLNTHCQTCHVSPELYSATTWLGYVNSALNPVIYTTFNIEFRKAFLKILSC
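Cells at 1500/well, incubated overnight, then treated with pinned compounds (dopamine as control) for 90 min at 37 degrees C. DiscoveRx reagent added for 30 - 60 minutes at room temperature; luminescence read.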
SW480 rerep: DNA re-replication induction in SW480 cells | hit rate 1.8% among 340,000 | AID 624297 | Potency, µM (top dose mostly 46.1 µM), inactives show top-dose re-replication activation, usual class: activators | SW480 DNA re-replication, Hoechst DNA content imaging, 48 h; note: potency is the fitted concentration of half-maximal effect; % of control where 0% means no effect; nearly all actives have a fitted effect of over 55% in size
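Per well, 250 cells were exposed to pinned compound for 48 hr. Nuclear DNA was visualised with Hoechst (40 min, 37 C) and total object intensity recorded by fluorescence scanning.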
KB-V1 MDR tox: KB-V1 MDR subline cytotoxicity | KB-V1 MDR cells viability, CellTiter-Glo, 72 h | Potency, µM (series often up to 46.1 µM), without a hit: at the top dose activity change, negative = cytotoxicity, most hits filed as cytotoxic | hit rate 3.4% among 400,000 | AID 1347076; note: potency is the fitted concentration of half-maximal effect; % is set by controls: 0 for no effect and ±100 for the full control effect; nearly all actives have a fitted effect of over 60% in size
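qHTS viability screen in drug-selected KB-V1 MDR cells: 72 h compound treatment at 37 degrees C, ATP luminescence end point.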
KB-3-1 tox: kills parental KB-3-1 adenocarcinoma cells; AID 1347075; Potency, µM (series often up to 46.1 µM), for the others: at the top dose activity change, negative = cytotoxic, hits mostly cytotoxic; KB-3-1 viability, CellTiter-Glo ATP luminescence, 72 h; hit rate 1.4% among 400,000; note: potency is the fitted concentration of half-maximal effect; % is set by controls: 0 for no effect and ±100 for the full control effect; nearly all actives have a fitted effect of over 60% in size
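Parental KB-3-1 adenocarcinoma cells in phenol-red-free DMEM with 10% FBS were pin-treated with compounds at several concentrations, incubated 72 h at 37 °C, and viability read by CellTiter-Glo luminescence; concentration-effect curves were fitted after normalization.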
HT1080-NT tox: kills 2HG-producing HT-1080-NT fibrosarcoma cells | Potency, µM (series often up to 46.1 µM), without a hit: at the highest dose activity, negative = less viability, actives largely listed as cytotoxic | AID 686970 | hit rate 1.6% among 360,000 | HT-1080-NT fibrosarcoma viability, CellTiter-Glo ATP luminescence, 48 h;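 note: NT is the 2HG producing partner of a matched IDH1 knockdown line; potency is the fitted concentration of half-maximal effect; 0% = DMSO-treated cells and -100% = media-only wells without cells; nearly all actives have a fitted effect of over 55% in size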
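Read-out is CellTiter-Glo luminescence after 10 minutes at room temperature, following 48 hours' compound treatment of HT-1080-NT cells (750 cells/well, RPMI, 5% FBS, 37 degrees C).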
HT1080 IDH1KD tx: HT-1080 IDH1 knockdown cell toxicity (counter line). hit rate 2% among 360,000. Potency, µM (highest dose often 46.1 µM), for the others: at the highest dose activity, negative = toxicity, actives largely listed as cytotoxic. HT-1080 IDH1 knockdown viability, ATP luminescence, 48 h;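 note: potency is the fitted concentration of half-maximal effect; 0% = DMSO wells and -100% = cell-free medium wells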
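CellTiter-Glo luminescence after 48 h compound exposure at 37 degrees C of IDH1-knockdown HT-1080 cells in 5% FBS RPMI. %Activity scaled between DMSO wells and cell-free media wells, with curves fitted and assigned curve classes.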
Numbers without * were called inactive; i = inactive; u = inconclusive; x = not tested or not shown; & = joins results of further samples; [ ] = remark or other dose. Unless noted, calls come from the whole dose curve; as a rule, active = well fitted curve in the direction sought with a large enough effect; inconclusive = small, poorly fitted or top-dose-only effect, or another doubt; inactive = no such curve, though single readings can be large; an effect the other way counts as inactive or inconclusive.

SMILES	IL-1B inflam inh	MCF10A rereplic	GLP1R cytotox	DRD3 agonist	SW480 rerep	KB-V1 MDR tox	KB-3-1 tox	HT1080-NT tox	HT1080 IDH1KD tx
CCOC(=O)c1ccc(NC(=O)C(CC)(CC)C(=O)OCC)cc1	20	3%	7%	0	0%	0%	13%	18%	6%
CC(=O)c1ccc(N2CCN(CC3CCCCC3)CC2)cc1	10	3%	13%	-34	-15%[9.22 µM]	-16%	1%	14%	13%
Cc1cnc(C(=O)OCC(=O)N2c3ccccc3NC(=O)C2(C)C)cn1	13	-4%	-6%	1	-4%	14%	1%	7%	3%
CN1OC[C@@H]2CN(C(=O)CCc3ccccc3)[C@H](c3cccc(N4CCOCC4)c3)C[C@@H]21	-5	0%	-7%	11	1%	-7%	u	19%	8%
CCc1ccc(CNC(=O)c2ccc(CSc3nc4ccncc4n3Cc3ccc(OC)cc3)cc2)cc1	x	x	14%	-14	x	0%	-17%	x	x
CNC(=O)NC(=O)CSc1ccc(NC(C)=O)cc1	12	-1%	-21%	-4	-2%	21%	0%	18%	18%
CC(=O)c1sc(NCc2ccccc2)nc1C	22	5%	1%	-3	u	-2%	3%	0%	6%
O=C(NCCNC(=O)c1ccc(Cl)cc1Cl)c1cnccn1	13	0%	13%	6	-19%	6%	-1%	18%	4%
CC(C)C(NC(=O)c1ccc2c(c1)OCCO2)c1nc2ccccc2[nH]1 (configuration not stated)	-1	0%	-10%	-8	4%	-12%	-5%	19%	-1%
CCCCOC(=O)Nc1nnc(Cc2ccc(Cl)cc2)s1	-10	-11%	1%	2	-20%	-20%	-5%	0%	-3%
Cc1cc2nc(CS)[nH]c2cc1C	6	30%	-4%	-5	16%	2%	0%	3%	3%
CC(C)[C@H](NC(=O)N1c2ccccc2NC(=O)[C@@H]1C(C)C)C(=O)N1CCC[C@H]1C(=O)O	-5	-11%	-11%	-1	-4%	0%	0%	-1%	7%
O=C(Nc1nnc(S(=O)(=O)N2CCCCCC2)s1)c1ccc(Cl)cc1	0	u	1%&-9%	10&4	-9%	6%&-4%	u	-8%	-1%
CCOC(=O)c1c(NCCN(C)C)c2ccccc2[nH]c1=O	-12	6%	1%	-16	-5%	1%	-3%	-5%	-5%
Cc1ccc(SCCC(=O)N2CCCC2)cc1	-17	-4%	9%	-1	4%	-7%	2%	2%	7%[9.24 µM]
O=S1(=O)CCOC[C@H](c2ccccc2)N1Cc1cccc(F)c1	-16	30%	10%	8	-9%	26%&-1%	15%&-4%	0%	17%
Cc1cccc(NC2=NC3(CCCCC3)N=C(N)N2)c1	54	0%	-20%	-5	0%	20%	u	-25%	u
CCOC(=O)c1cc2c(=O)n3ccccc3nc2n(C(C)C)c1=NC(=O)c1ccncc1	-14	-1%	468%[activator]	1	17%	-18%	7%	5%	8%
CC(C(=O)Nc1ccc(OCc2ccccc2)cc1)N1CCCC1 (configuration not stated)	-17	u	-1%	-6	u	-7%	-2%	-19%	u
COc1cc2c(cc1OC)C(COc1ccccc1OC)N(C(=O)c1ccc(S(=O)(=O)N(C)C)cc1)CC2 (configuration not stated)	x	x	2%	5	x	0%	11%	x	x

At a glance, part of the list above:
SMILES	IL-1B inflam inh	MCF10A rereplic	GLP1R cytotox	DRD3 agonist	SW480 rerep	KB-V1 MDR tox	KB-3-1 tox	HT1080-NT tox	HT1080 IDH1KD tx
CCOC(=O)c1cc2c(=O)n3ccccc3nc2n(C(C)C)c1=NC(=O)c1ccncc1	-14	-1%	468%[activator]	1	17%	-18%	7%	5%	8%
CC(C(=O)Nc1ccc(OCc2ccccc2)cc1)N1CCCC1 (configuration not stated)	-17	u	-1%	-6	u	-7%	-2%	-19%	u
COc1cc2c(cc1OC)C(COc1ccccc1OC)N(C(=O)c1ccc(S(=O)(=O)N(C)C)cc1)CC2 (configuration not stated)	x	x	2%	5	x	0%	11%	x	x

(continued)
SMILES	IL-1B inflam inh	MCF10A rereplic	GLP1R cytotox	DRD3 agonist	SW480 rerep	KB-V1 MDR tox	KB-3-1 tox	HT1080-NT tox	HT1080 IDH1KD tx
Cc1ccc(S(=O)(=O)NN2C(=O)/C(=C/c3cccs3)SC2=S)cc1	-19	6%	-23%	2	-27%	u	4%	1%	-4%
COc1ccc(C(=O)Nc2cc3c(cc2OC)CCCC3)cc1Br	-27	u	-4%	8	6%	-6%	9%	25%	2%
O=C(Nc1cccc(Cl)c1)c1ccc2c(=O)n3c(nc2c1)CCCCC3	-74*	17%	-24%	5	-1%	-27%	u	u	-12%
CCC(C)[C@H](NC(=O)N1CC(=O)Nc2ccccc21)C(=O)N[C@H](Cc1ccccc1)C(=O)O (some centres not stated)	7	2%	2%	-21	-5%	2%	0%	1%	3%
O=C(COc1ccccc1)Nc1nc(-c2ccncc2)cs1	37	6%	-1%	6	3%	u	-14%	0%	-3%
COCc1[nH][nH]c(=O)c1/C=N/N1CCOCC1	4	-6%	-3%	-8	-3%	u	19%	10%	6%
CCOC(=O)c1[nH]c2ccccc2c1NC(=O)CCN1CC(C)OC(C)C1 (configuration not stated)	2	-1%	-4%	1	-1%	-3%	1%	6%	11%
O=C(C1=C[C@@H](c2ccccc2)C[C@@H](OCCCCO)O1)N1CCOCC1	23	-5%	4%	3	-1%	u	13%	3%	4%
O=C(Nc1ccc(S(=O)(=O)Nc2nccs2)cc1)c1nn(-c2ccc(F)cc2)ccc1=O	-2	-75%[inhibitor]	5%	12	-12%	0%	6%	8%	13%
CCOC(=O)N1CCC(N2Cc3cccc(C(=O)NCc4ccccc4OC)c3C2=O)CC1	-5	14%	-9%	3	2%	-57%	u	7%	6%
Cc1cc(C(=O)O)ccc1N=Cc1c(O)ccc2ccccc12	22	-1%	1%	8	0%	0%	4%	u	-28%
CC(C)N(Cc1cn(C)nc1-c1cccc(Cl)c1)Cc1nccn1C	u	17%	1%	6	-15%	u	-4%	-6%	-8%
CCOc1ccc(NC(=O)NCc2ccc3c(c2)OCO3)cc1	-3	6%	-4%	7	-6%	9%	-4%	0%	13%
COc1cccc(NC(=O)c2cc(CN3C(=O)c4ccccc4C3=O)ccc2OC)c1	49	18%	-20%	1	-5%	u	1%	6%	12%
COc1cc(OC)c(NC(=O)C2CCCN2C(=O)OCc2ccccc2)cc1Cl (configuration not stated)	-17	5%	-6%	10	-17%	19%	23%	4%	7%
COC(=O)c1ccn(C(=O)c2ccc(Cl)cc2)n1	-21	3%	8%	0	0%	-1%	4%	18%	18%
CC(C)Oc1ccc(C(=O)Nc2ccc3c(c2)CCCN3C(=O)c2cccs2)cc1	x	x	-1%	2	x	u	6.5µM*	x	x
COc1ccc(S(=O)(=O)N2CCC(C(=O)N3CCc4ccccc4C3)CC2)cc1	-25	4%	-5%	-5	12%	0%	-17%	5%	13%
CCN(CC)CCn1c(NC(=O)c2ccc(C)cc2)nc2ccccc21	44	2%	-3%	-27	1%	u	u	u	-10%
COc1ccc(N2CCN(c3cc(=O)n(Cc4ccc(F)cc4)c(=O)[nH]3)CC2)cc1	39	8%	3%	1	19%	-18%	-20%	u	-13%
CN(C)c1ccc(/C=N/NC(N)=S)cc1[N+](=O)[O-]	32	-5%	-28%	-6	-14%	6.5µM*	15µM*	0%	-7%
CCCn1c(SCC(=O)NC2CCCCC2)nnc1-c1ccncc1	30	u	64%[activator]	2	7%	-5%	-2%	-6%	1%
COC(=O)c1[nH]c2ccccc2c1NC(=O)C(C)N1CCOCC1 (configuration not stated)	0	-5%	2%	2	-19%	6%	5%	-6%	-4%
COC1=CC(=O)OC(c2ccco2)C1 (configuration not stated)	-4	-4%	10%	2	-3%	-5%	3%	26%	29%
Cc1ccc(NCc2nnc(SCC(=O)Nc3cccc(O)c3)n2CC2CCCO2)c(C)c1 (configuration not stated)	-51*	7%	-18%	-4	-8%	-2%	1%	1%	-10%
COc1ccc(OC)c(-c2nnc(SCC(=O)N3CCOCC3)o2)c1	-11	-2%	-13%	10	-2%	-3%	19%	4%	0%
C#CCNC(=O)C1=C[C@@H](c2ccc(C#C)cc2)C[C@@H](OCCCCO)O1	-18	2%	1%	3	-6%	u	0%	14%	0%
O=C1Nc2ccccc2SC1c1ccccc1Cl (configuration not stated)	-11	1%	0%	-5	u	0%	u	-13%	u
O=C(CCN1CCCCC1=O)NC1CCCc2c1cnn2-c1ccccc1F (configuration not stated)	0	-1%	0%	-6	-6%	21%	-5%	4%	5%
NNC(=O)/C(=C/c1cccs1)NC(=O)c1ccccc1Cl	37	u	-1%[7.66 µM]	-1	3%	0%	16%	u	u
Cc1oc(-c2cccc(Cl)c2)nc1CN1CCCC(C(=O)NCc2ccc(F)cc2)C1 (configuration not stated)	x	x	4%	-21	x	13%	-13%	x	x
COc1ccc(-c2ccc(SCC(=O)c3cccs3)nn2)cc1OC	-18	4%	8%[0.307 µM]	2	3%	2.3µM*	0%	-3%	-13%
S=c1[nH]nc(-c2ccco2)n1/N=C/c1cccc(Cl)c1Cl	0	4%	-4%	3	1%	u	1%	-3%	-8%
COc1ccc(NC(=O)C2CCCN(C(=O)Nc3ccc(OC)cc3)C2)cc1 (configuration not stated)	-13	20%	13%	-6	-4%	0%	u	-1%	0%
OCCC1CN(Cc2cccn2-c2ccccn2)CCN1C1CCCCC1 (configuration not stated)	-14	5%	8%	-1	-5%	-24%	-5%	12%	10%
O=C(Cn1cc(C(=O)C2CC2)c2ccccc21)NC1CCCC1	20	-9%	17%	1	1%	-34%	-7%	-5%	-1%
O=C(CSc1nnc(NC(=O)c2ccco2)s1)NCc1ccc2c(c1)OCO2	-5	-2%	18%[0.307 µM]	1	2%	-3%	17%	-7%	-3%
O=C(Nc1cc(-c2nc3ncccc3o2)ccc1Cl)c1cccs1	i	u	-11%	-2	0%	u	0%	-12%	-14%
